F508del corr: F508del CFTR correction, initial screen, CFBE line, single point. 350,000 tested, 0.36% active. CFBE cells, YFP halide quenching; stimulated with forskolin plus potentiator P3; % fluorescence drop versus neutral controls. activity (quench increase), % at 7.58 µM;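 active means mean added fluorescence quench of at least 8% versus neutral control, with both replicates also reaching 8%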;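 further: cells transiently co-express mutant CFTR-F508del with the halide-sensitive YFP; corrector assay measuring rescue of mutant channel to the surface after 24 h compound exposure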
E-sel inducer: E-selectin induction in HUVECs, primary screen, imaging, HUVEC, immunofluorescence imaging, single point | P16581 | normalized: neutral wells 0, TNF-alpha wells 100 | activation, % at 7.58 µM | 260,000 tested, 0.37% active | AID 686992, 2013;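 active means mean E-selectin-positive cell signal at least 10% of the positive control, reached in at least 60% of replicates, without over 20% cell loss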;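 further: in these data hits start at about 27%; measured in HUVEC primary endothelial cells; signal is the percent of cells scored E-selectin positive by PE staining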
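Material: HUVEC primary endothelial cells; Amount: 3,000 cells per well; Dosing: single concentration; Medium: EGM-2 growth medium on 0.1% gelatin-coated wells; Read-out basis: percent E-selectin-positive cells; Signal: immunofluorescence imaging; Control set: TNF-alpha, DMSO.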
RAD54 branch: inhibitors of human RAD54 branch migration, primary screen, biochemical, fluorescence, single point; AID 602329, 2012; RAD54 Holliday junction branch migration, FAM/BHQ fluorescence; 360,000 tested, 0.14% active; DNA repair and recombination protein RAD54-like (Homo sapiens), Q92698; inhibition, % at 10.4 µM;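 active means mean normalized replicate activity at least 40 and at least half of replicates scoring 40 or more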;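 further: 0% = median of neutral control wells and 100% = median of positive control wells; inhibitors cause a drop in the FAM fluorescence signal; in these data hits start at about 50%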
Target sequence (Q92698 whole entry, looked up): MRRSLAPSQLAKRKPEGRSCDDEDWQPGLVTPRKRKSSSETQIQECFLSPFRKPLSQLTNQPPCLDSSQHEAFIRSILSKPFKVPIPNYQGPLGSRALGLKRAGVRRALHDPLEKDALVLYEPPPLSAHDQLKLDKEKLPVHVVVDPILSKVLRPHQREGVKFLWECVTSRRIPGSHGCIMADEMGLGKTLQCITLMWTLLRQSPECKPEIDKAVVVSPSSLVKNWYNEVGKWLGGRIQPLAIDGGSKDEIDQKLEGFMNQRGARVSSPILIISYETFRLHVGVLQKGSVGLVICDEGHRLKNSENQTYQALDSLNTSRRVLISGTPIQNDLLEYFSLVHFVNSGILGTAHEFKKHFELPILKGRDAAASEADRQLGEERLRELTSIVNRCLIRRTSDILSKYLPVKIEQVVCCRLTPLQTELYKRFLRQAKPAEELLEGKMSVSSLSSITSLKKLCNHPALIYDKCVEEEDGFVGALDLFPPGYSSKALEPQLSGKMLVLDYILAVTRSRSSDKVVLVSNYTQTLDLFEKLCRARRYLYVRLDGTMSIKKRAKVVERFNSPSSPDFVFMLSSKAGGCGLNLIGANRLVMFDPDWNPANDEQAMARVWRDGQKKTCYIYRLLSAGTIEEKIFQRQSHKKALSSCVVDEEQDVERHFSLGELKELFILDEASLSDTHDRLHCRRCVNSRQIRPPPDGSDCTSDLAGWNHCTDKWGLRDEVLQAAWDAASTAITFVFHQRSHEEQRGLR
GSIS activator: GLuc luminescence reporter in INS-1E cells, primary screen for activators of glucose-dependent secretion of insulin; INS-1E GLuc reporter insulin secretion, 2-3 h; activation, % at 16.6 µM; 370,000 tested, 0.61% active;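 active means lowest replicate activation of at least 40%, so every replicate reaches that level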;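 further: 0% = median of neutral control wells and 100% = median of IBMX positive control wells; some compounds called inactive have numbers as strong as hits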
The depositor's hits bear a star; . = no result given.

SMILES	F508del corr	E-sel inducer	RAD54 branch	GSIS activator
CCCCc1nc2sc3c(SCC(=O)NCc4ccco4)ncnc3c2c2c1CCC2	.	.	-10	.
Cc1nn(-c2ccccc2)c(Cl)c1/C=N/NC(=O)c1ccco1	.	.	6	.
Cc1nnc(SCC(=O)N/N=C/c2cn(-c3ccccc3)nc2-c2ccccc2)n1-c1ccccc1	.	.	9	.
CSc1nc2ncc3c(n2n1)CC1c2ccccc2CCN1C3=O (configuration not stated)	.	.	-13	.
O=C(CNC(=S)N(Cc1ccc(F)cc1)C1CCCCC1)NC1CC1	.	.	-3	.
CCN(CC)c1ccc(NC(=O)Nc2ccccc2C(F)(F)F)cc1	.	.	8	.
CCCC(C)C(=O)Nc1ccncc1 (configuration not stated)	.	.	10	.
CCc1cc2c(=O)[nH]c(N3CCOCC3)nc2s1	.	.	-18	.
Cc1cc(Br)ccc1OCCCCNCCO	.	.	1	.
O=C(Nc1nccc(-c2cccs2)n1)c1ccccc1Cl	.	.	-3	.
CC(C)(CNC(=O)c1cc2ccccc2o1)N1CCOCC1	.	.	-7	.
COc1cccc(-n2sc3c(c2=S)-c2cc(OC)ccc2NC3(C)C)c1	.	.	10	.
CCOc1cccc2cc(-c3cn4cc(C)ccc4n3)c(=O)oc12	.	.	0	.
COCC(=O)N(CCc1ccc(OC)c(OC)c1)Cc1nc2ccccc2c(=O)[nH]1	.	.	-10	.
CC(C)c1ccc(NC(=O)C(c2ccc3c(c2)OCO3)N2CCC3(CC2)OCCO3)cc1 (configuration not stated)	.	.	-1	.
Nc1nnc2c(n1)CCCC2	.	.	-46	.
CNC(=O)c1csc(-c2ccncc2)n1	.	-1.0	.	.
Cc1ccc(S(=O)(=O)c2nc(-c3cccs3)oc2SCC(N)=O)cc1	.	0.6	.	.
O=C(Nc1cccc(Cl)c1)c1ccc(-n2cncn2)c([N+](=O)[O-])c1	.	1.2	.	.
Cc1cc(C)n(-c2cc(Oc3ccccc3)ncn2)n1	.	1.8	.	.
O=C(CSc1ncn[nH]1)N1CCN(c2nnc(-c3ccccc3)c3ccccc23)CC1	.	-2.5	.	.
COc1ccc(CCn2c(=O)[nH]c3cc(C(=O)NCCN4CCOCC4)ccc3c2=O)cc1OC	.	2.0	.	.
CCOC(=O)c1ccc(S(=O)(=O)Nc2ccc3cn[nH]c3c2)cc1	.	1.1	.	.
COc1ccc(S(=O)(=O)N(CC(=O)N2CCN(c3ccccc3)CC2)c2ccccc2)cc1	.	-2.4	.	.
CN(C)S(=O)(=O)c1cccc(C(=O)NCc2ccco2)c1	.	2.3	.	.
COc1ccc(C(=O)c2c(C)oc3ccc(O)c(CN4CCOCC4)c23)cc1	.	-2.4	.	.
CC12CCC(C(=O)Nc3nccs3)(OC1=O)C2(C)C (configuration not stated)	.	-0.4	.	.
c1ccc2cc(Sc3ncnc4c3oc3ccccc34)ccc2c1	.	-2.0	.	.
CCCCn1c(SCC2CCCCO2)nc2cc(S(N)(=O)=O)ccc21 (configuration not stated)	.	0.3	.	.
CCOC(=O)c1cc2c(C(F)(F)F)cc(-c3ccccc3)nc2o1	.	-1.0	.	.
O=S(=O)(NCc1ccccc1)c1ccc(Cl)cc1	.	-0.9	.	.
Cc1ccccc1NC(=O)NCCCN1CCN(c2ccccc2)CC1	.	-1.7	.	.
Cc1cc(N2CCN(C(=O)c3ccco3)CC2)n2ncnc2n1	.	0.6	.	.
Cc1n[nH]c(=O)nc1NCCc1ccccc1	.	-1.0	.	.
Cc1ccc(NC(=O)CSCCc2ccccn2)nc1	.	1.4	.	.
CC(NC(=O)C1CCCCC1)C(=O)NC1=NCCS1 (configuration not stated)	.	-2.0	.	.
Cc1ccc(-c2nc(SCC(N)=O)c(C#N)c3c2CCCC3)cc1	.	-0.2	.	.
CCc1nc2n[nH]c(N)c2c2c1CSC(C)(C)C2	.	0.1	.	.
O=c1[nH]cnc2scc(-c3ccc(F)cc3)c12	.	-0.1	.	.
O=C1CSC(c2ccccn2)N1c1ccc2ccccc2c1 (configuration not stated)	.	-0.4	.	.
CCOc1ccc2nc(NC(=O)CSc3ccc(Cl)cc3)sc2c1	.	-0.1	.	.
Cc1ccc(C2CC(C(F)(F)F)n3nc(C(=O)NCCN4CCOCC4)cc3N2)cc1 (configuration not stated)	.	-1.0	.	.
COC(c1ccccc1)c1c(-c2ccccc2)nn(C)c1Cl (configuration not stated)	.	-1.1	.	.
O=C(Cn1cnc2ccccc2c1=O)OCC(=O)c1ccc2c(c1)OCCO2	.	4.1	.	.
CCOC(=O)c1sc2ncn(C(C)C(=O)OC)c(=O)c2c1C (configuration not stated)	.	0.2	.	.
CN(C)CCCC1(O)c2ccccc2C=Cc2ccccc21	.	0.7	.	.
Cc1ccc(N(CN2C(=O)NC(C)(C)C2=O)CN2C(=O)NC(C)(C)C2=O)cc1	.	-0.7	.	.
COC(=O)c1c(NC(=O)CSc2ncnc3c2cnn3-c2ccccc2Cl)sc2c1CCCC2	.	-0.7	.	.
CCc1nc(SCC(=O)c2cccs2)c2oc3ccccc3c2n1	.	-1.1	.	.
O=C1CCCCC(=O)c2ccccc2N1	.	-0.4	.	.

Next section.
SMILES	F508del corr	E-sel inducer	RAD54 branch	GSIS activator
COc1ccccc1C(=O)Nc1cccc(SC)c1	.	6.0	.	.
O=C(CSc1nc2c(sc3ccccc32)c(=O)n1CCCN1CCCC1)NCC1CCCO1 (configuration not stated)	.	-1.2	.	.
CCc1cc2c(cc3c(=O)n(CC(=O)NCCCN(CC)CC)nc(CC)n32)s1	.	-0.5	.	.
COc1ccc(-c2nc(CS(=O)CC(=O)NCCCN3CCCC3)c(C)o2)cc1OC (configuration not stated)	.	1.1	.	.
Cc1cccc2cc(CN(CC3CCCO3)C(=O)c3ccncc3)c(=O)[nH]c12 (configuration not stated)	.	5.8	.	.
Cc1cc(C(=O)CSc2nc3ccccc3[nH]2)c(C)n1C	.	-0.1	.	.
COc1cccc(/C=N/n2c(=S)n(C)c3ccccc32)c1OC	.	-2.6	.	.
Nc1cc(=O)nc(SCC(=O)Nc2cccc3ccccc23)n1CCc1ccccc1	.	0.9	.	.
CC(=O)Nc1ccc(NS(=O)(=O)c2cc(C)sc2C)cc1	.	0.2	.	.
COc1cc(C2CC(C(F)(F)F)n3ncc(C(=O)O)c3N2)cc(OC)c1OC (configuration not stated)	.	-1.4	.	.
COc1ccc2c(c1)C(NC(=O)C(F)(F)F)CC2=O (configuration not stated)	.	-2.2	.	.
CCCNC(=O)c1csc2c1CCCCC2	.	2.2	.	.
CCN1CCN(c2ccc(NC(=O)c3cccnc3)cc2Cl)CC1	.	-0.6	.	.
COC(=O)CNC(=O)COC(=O)c1cc(Cl)cc(Cl)c1N	.	0.1	.	.
Cn1c(=O)cc(SCC(=O)Nc2ccccn2)c2ccccc21	.	0.7	.	.
CCOC(=O)C1CCN(S(=O)(=O)c2cc(Br)cc3c2N(C(=O)C2CC2)CC3)CC1	.	-0.7	.	.
Cc1cccc(N2CC3=C(C2=O)C(c2ccccc2)NC(=O)N3C)c1 (configuration not stated)	.	-0.8	.	.
CCS(=O)(=O)N1CCc2cc(OC)c(OC)cc2C1	.	4.8	.	.
O=C(NCc1ccccc1)c1csc2c1CCCCC2	.	6.2	.	.
CCCCN1CC(O)=C(c2nc(-c3ccc(Cl)cc3)cs2)C1=N	.	-1.3	.	.
O=C(C1CC1)N1CCc2cc(Br)cc(S(=O)(=O)N3CCCCCC3)c21	.	-2.7	.	.
O=C(CC(c1ccccc1O)N1CCCCC1)N1CCCCC1 (configuration not stated)	.	-0.7	.	.
CCOC(=O)C1CCCN(Cc2cc(OC)c(O)c(OC)c2)C1 (configuration not stated)	.	0.2	.	.
Cc1ccc(C(=O)Nc2cc3c(oc2=O)CCCC3=O)cc1	.	-0.3	.	.
CC1(C)CC(=O)C2=C(C1)NC(=O)CC2C(=O)NCc1ccc(F)cc1 (configuration not stated)	.	0.5	.	.
Cc1ccccc1-n1nc(C(=O)c2cccs2)cc(-c2nc3ccccc3[nH]2)c1=N	.	-0.2	.	.
O=C(Nc1ccc2c(c1)CCC2)c1cc(S(=O)(=O)N2CCN(c3ccccc3)CC2)ccc1Cl	.	-0.3	.	.
CCn1ncc(C2=NOC(C(=O)Nc3ccc(C)cc3)C2)c1C (configuration not stated)	.	23	.	.
CCN(CC)C(=O)CSc1nc2cc3c(cc2c(=O)n1Cc1ccc2c(c1)OCO2)OCO3	.	-0.4	.	.
Cc1ccccc1OCC1Cn2c(nc3c2c(=O)[nH]c(=O)n3C)O1 (configuration not stated)	.	-1.1	.	.

5 entries drawn at random from those above, as already listed:
SMILES	F508del corr	E-sel inducer	RAD54 branch	GSIS activator
CCN(CC)C(=O)CSc1nc2cc3c(cc2c(=O)n1Cc1ccc2c(c1)OCO2)OCO3	.	-0.4	.	.
Cc1ccccc1-n1nc(C(=O)c2cccs2)cc(-c2nc3ccccc3[nH]2)c1=N	.	-0.2	.	.
Cc1ccc(C(=O)Nc2cc3c(oc2=O)CCCC3=O)cc1	.	-0.3	.	.
CCOC(=O)C1CCCN(Cc2cc(OC)c(O)c(OC)c2)C1 (configuration not stated)	.	0.2	.	.
O=C(Nc1ccc2c(c1)CCC2)c1cc(S(=O)(=O)N2CCN(c3ccccc3)CC2)ccc1Cl	.	-0.3	.	.

Additional results
SMILES	F508del corr	E-sel inducer	RAD54 branch	GSIS activator
CN(C)/C=C/C(=O)c1ccccc1F	.	-0.6	.	.
COc1ccc(C(=O)N(CC2CCCO2)C(C(=O)NC2CCCC2)c2ccc(C)cc2)cc1OC (configuration not stated)	.	-2.6	.	.
C=CC(O)(C#CCN(CC)CC)c1ccccc1 (configuration not stated)	.	-0.5	.	.
CSCCC(C(=O)Nc1ccc2c(c1)OCO2)N1C(=O)c2ccccc2C1=O (configuration not stated)	.	4.7	.	.
CCCc1noc2c1/C(=N\O)CCC2	.	0.2	.	.
Cc1cccc(OCCn2c(CCCO)nc3ccccc32)c1	.	0.5	.	.
O=C(O)c1ccc2nc(CO)[nH]c2c1	.	-0.2	.	.
CC(NC(=O)C1CCCCC1)c1ccc2c(c1)OCCO2 (configuration not stated)	.	0.3	.	.
CC(=O)N(CC(=O)Nc1nn(-c2ccccc2)nc1C(N)=O)Cc1ccccc1	.	-2.3	.	.
CCCSC1=N/C(=C\c2ccc3c(c2)OCO3)C(=O)S1	.	-0.6	.	.
COC(=O)c1cc2sc(Cl)cc2n1CC(=O)NCC1CCCO1 (configuration not stated)	.	2.3	.	.
COc1ccc(-c2nc(CSCC(=O)N3CCc4ccccc43)c(C)o2)cc1OC	.	-0.4	.	.
O=C(C1CC(c2ccc(F)cc2)=NO1)N1CCCc2ccccc21 (configuration not stated)	.	-0.4	.	.
FC(F)(F)c1nnc2c(Sc3ccc(Cl)cc3)nc3ccccc3n12	.	0.5	.	.
CCCN(C)C[C@@H]1Oc2ncc(-c3ccccc3)cc2C(=O)N([C@@H](C)CO)C[C@H]1C	-2.6	.	.	.
C[C@@H]1CN([C@H](C)CO)C(=O)c2cc(NC(=O)Nc3cccc4ccccc34)ccc2O[C@@H](C)CCCCO[C@H]1CN(C)C	1.6	.	.	.
C[C@H]1CN([C@@H](C)CO)C(=O)c2cc(N(C)C)ccc2O[C@@H]1CN(C)C	-3.6	.	.	.
O=C(Cn1c(=O)c2c(ncn2Cc2ccccc2)n(Cc2ccccc2)c1=O)NC1CC1	.	.	.	0
CCOC(=O)C1=C(CSc2nc(-c3ccncc3)ccc2C#N)OC(N)=C(C#N)C1c1ccc(OC)cc1 (configuration not stated)	.	.	.	-9
CCOC(=O)N1CCN(C(=O)CN(Cc2ccc(Cl)cc2)S(=O)(=O)c2ccc(C)cc2)CC1	.	.	.	-17
Cc1cccc(-n2ncc3c(N4CCCc5ccccc54)ncnc32)c1	.	.	.	-13
COC(=O)c1ccccc1NC(=O)CSc1nnc(CNS(=O)(=O)c2ccc(C)cc2)n1C	.	.	.	8
CC(=Nc1ccc(C)cc1)c1sc2ccccc2c1O	.	.	.	2
CCOc1cc(CNCCCN2CCOCC2)ccc1OCC(=O)Nc1cccc2ccccc12	.	.	.	42

3 entries already listed, ordered by the number in GSIS activator, smallest number first.
Compound	F508del corr	GSIS activator
CCOC(=O)C1=C(CSc2nc(-c3ccncc3)ccc2C#N)OC(N)=C(C#N)C1c1ccc(OC)cc1 (configuration not stated)	.	-9
O=C(Cn1c(=O)c2c(ncn2Cc2ccccc2)n(Cc2ccccc2)c1=O)NC1CC1	.	0
COC(=O)c1ccccc1NC(=O)CSc1nnc(CNS(=O)(=O)c2ccc(C)cc2)n1C	.	8

Complete entries, quoted from the list:
Cn1c(=O)cc(SCC(=O)Nc2ccccn2)c2ccccc21 is entered as F508del corr = .; E-sel inducer = 0.7; RAD54 branch = .; GSIS activator = .
CCOc1cc(CNCCCN2CCOCC2)ccc1OCC(=O)Nc1cccc2ccccc12 is entered as F508del corr = .; E-sel inducer = .; RAD54 branch = .; GSIS activator = 42

Screens: PubChem BioAssay, Broad Institute

The list is partial, so the mix of outcomes need not match the whole.
